Source: PubChem BioAssay
PDI inh: PDI (human) enzyme inhibition; P07237; PDI insulin aggregation turbidity, A650, 90 min; inhibition, % at 10 µM; 350,000 compounds, 0.052% hits;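 active means mean inhibition across replicates of 30% or more, whatever share of single replicates reach that level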;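 further: absorbance from insulin aggregation driven by PDI reduction with DTT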
Target sequence (P07237 whole entry, looked up): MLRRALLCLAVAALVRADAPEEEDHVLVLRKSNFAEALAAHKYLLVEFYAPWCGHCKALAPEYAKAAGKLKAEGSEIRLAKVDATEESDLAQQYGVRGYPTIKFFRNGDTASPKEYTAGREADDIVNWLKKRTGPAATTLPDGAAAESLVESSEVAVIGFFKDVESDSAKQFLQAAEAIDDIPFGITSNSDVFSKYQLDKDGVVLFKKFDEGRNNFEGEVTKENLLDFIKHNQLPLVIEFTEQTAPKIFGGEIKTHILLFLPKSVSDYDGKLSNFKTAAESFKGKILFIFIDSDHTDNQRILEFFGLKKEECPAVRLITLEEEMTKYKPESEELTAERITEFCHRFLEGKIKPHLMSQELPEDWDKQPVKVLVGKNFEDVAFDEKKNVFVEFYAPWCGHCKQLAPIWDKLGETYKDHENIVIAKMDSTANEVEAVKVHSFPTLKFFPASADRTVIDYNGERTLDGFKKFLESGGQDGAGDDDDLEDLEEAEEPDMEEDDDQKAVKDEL
Granule exo inh: blocks lytic granule exocytosis. TALL-104 LAMP-1 surface exposure, flow cytometry; cells stimulated with thapsigargin and PMA. inhibition, % at 10 µM. 360,000 compounds, 0.66% hits. AID 651702;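 active means inhibition above about 55%, limit read from the data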
CaV13 ICDI inh: Disruptors of the CACNA1D IQ motif to Ca2+-dependent inactivation inhibitor domain association, primary screening, Förster resonance energy transfer in intact living …; HEK cells, CFP/YFP FRET ICDI-IQ, plate reader, 10 min; percent FRET-ratio fall versus neutral wells; inhibition, % at 12.3 µM; 340,000 compounds, 0.098% hits; AID 743397;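 active means mean replicate inhibition of at least 30% and at least 1% of replicates passing that level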;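 further: 0% = median of the neutral control wells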
Vif imaging: blocks HIV Vif function; HEK293T cells, Vif self-association by quenched fluorescence, imaging, 24 h; inhibition, % at 7.49 µM; 340,000 compounds, 0.35% hits; AID 602346; in the data active means inhibition above about 50%, passing the limit was not always enough; further: some results filed as inactive read as strong as hits
aDG glyco act: increases alpha dystroglycan glycosylation; 360,000 compounds, 0.22% hits; Pro5-aDG cells, alpha-DG glycosylation AlphaScreen (IIH6); 0% Pro5, 100% B10-LARGE cell signal; activation, % at 10 µM; AID 624168;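 active means activation of at least 8% versus controls, or a plate z-score of at least 8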;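 further: Pro5 are CHO cells carrying HIG-tagged alpha-DG that lacks glycosylation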
Peg3 promoter: reduces Peg3 promoter-driven luciferase expression in HeLa. HeLa PEG-Prom luciferase reporter, luminescence, overnight. inhibition, % at 20 µM. 360,000 compounds, 1.7% hits;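 active means inhibition of at least 50% at 20 µM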
TRPM1 prom inh: reduces MITF-dependent TRPM1 promoter luciferase signal. 330,000 compounds, 0.83% hits. inhibition, % at 12.5 µM. SK-MEL-5 TRPM1 promoter luciferase, 24 h;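 active means mean inhibition across replicates of 60% or more, whatever share of single replicates reaches that level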; further: values of inactives mirror those of a sister screen read the other way
NR2E3 ag-1: agonists of human NR2E3 nuclear receptor; CHO-S Gal4-NCOR/VP16-NR2E3 two-hybrid, luciferase; Q9Y5X4; 360,000 compounds, 0.35% hits; inhibition of corepressor binding, % at 3.98 µM; AID 602229;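 active means inhibition above the mean of all tested compounds plus 3 SD, cut at about 70% in these data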;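 further: 0% = DMSO with NR2E3 transfected cells and 100% = cells lacking NR2E3 construct; higher means lower luciferase signal from less NR2E3 corepressor binding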
Target sequence (Q9Y5X4 whole entry, looked up, the tested form may be a part): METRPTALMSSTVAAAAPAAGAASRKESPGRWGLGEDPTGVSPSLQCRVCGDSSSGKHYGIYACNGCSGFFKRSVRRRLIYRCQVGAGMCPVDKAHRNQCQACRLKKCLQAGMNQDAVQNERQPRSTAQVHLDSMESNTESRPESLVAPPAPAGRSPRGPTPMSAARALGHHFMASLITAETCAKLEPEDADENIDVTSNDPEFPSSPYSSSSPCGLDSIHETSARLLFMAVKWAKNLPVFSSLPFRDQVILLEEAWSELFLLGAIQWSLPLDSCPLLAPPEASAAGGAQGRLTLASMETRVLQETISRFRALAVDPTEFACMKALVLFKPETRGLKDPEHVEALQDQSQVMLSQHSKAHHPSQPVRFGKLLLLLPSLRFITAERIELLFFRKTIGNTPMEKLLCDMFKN
NR2E3 ag-2: activates human photoreceptor nuclear receptor NR2E3; Q9Y5X4; GST-NR2E3/biotin-RetCOR TR-FRET, 1536-well; inhibition of corepressor binding, % at 4.78 µM; 320,000 compounds, 0.12% hits; AID 2300;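 active means percent inhibition above the cutoff of mean plus 3 SD of all tested compounds, set per screening campaign, cut at about 20% in these data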;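 further: 0% = DMSO wells and 100% = biotin wells as full block of FRET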
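Test system – NR2E3–RetCOR corepressor complex · Quantity – NR2E3 fusion 1.35 nM · Buffer or medium – Tris pH 7.5 · Incubation – Compound–protein incubation for 5 h at 4 °C · Technique – TR-FRET, Eu(K)-anti-GST donor, streptavidin-D2 acceptor, ex 340, em 617/671 nm · Evaluation – percent inhibition of 671/617 nm emission ratio versus biotin and DMSO controls · Plate – 1536-well format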
hiPSC survival: enhancers of human iPSC single-cell survival | hiPSC single-cell survival, ATPlite luminescence; 100% = ROCK inhibitor wells, 0% = DMSO | survival enhancement, % at 20 µM | 360,000 compounds, 0.044% hits; in the data active means survival enhancement above about 18%;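 further: cells exposed to compounds for 16 hours before the ATP read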
HIF-2a inh: HIF-2a inhibition; 786-0 RCC cells HIF-2a reporter, luciferase luminescence, overnight; inhibition, % at 18.8 µM; 360,000 compounds, 0.72% hits;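 active means inhibition of the luminescence signal of 40% or more relative to plate controls, in a single-dose primary screen at 18.75 µM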
An asterisk follows results filed as active; . = no result given.

SMILES	PDI inh	Granule exo inh	CaV13 ICDI inh	Vif imaging	aDG glyco act	Peg3 promoter	TRPM1 prom inh	NR2E3 ag-1	NR2E3 ag-2	hiPSC survival	HIF-2a inh
COc1ccc2[nH]c3c(c2c1)CCN1C(=O)C(CC(=O)NCC24CC5CC(CC(C5)C2)C4)C[C@H](C(=O)N2CCOCC2)[C@@]31C (stereo not given in full)	6	-2	-9	-3	0.0	-5	19	-13	.	-0.8	2
Cc1ccc(S(=O)(=O)c2ccc(NN)cc2)cc1	9	-14	4	-6	-0.2	11	7	-23	.	1.2	9
O=C(Nc1nnc(-c2ccco2)o1)c1cccc2ccccc12	3	-2	-3	-1	-0.2	10	1	-17	-2	5.2	17
CCOc1ccccc1C1N=C(c2ccc(OC)cc2)CC(c2ccccc2O)N1 (stereo not given)	1	16	2	1	0.2	-71	-77	-91	2	-0.8	-188
c1ccc(-n2nnnc2Oc2cccc3cccnc23)cc1	-14	-3	-9	6	0.0	22	18	28	1	1.4	-12
Cc1ccc(Cl)cc1NC(=O)C[n+]1ccc(Cc2ccc([N+](=O)[O-])cc2)cc1	16	0	-1	-2	0.3	19	2	3	0	1.3	6
COc1ccccc1CNC(=O)c1ccc(NS(=O)(=O)c2cccs2)cc1	-7	-3	-4	-16	-0.1	-2	2	4	4	-0.3	11
COC(=O)C1=C(C(=O)OC)[C@@H]2N(Cc3ccccc3)c3ccccc3[C@@]23C[C@@H](CO)N(C(=O)NC2CCCC2)C3=N1	4	12	-4	-4	-0.2	2	-3	1	1	3.1	-1
O=C(Cn1cccc1C(=O)c1ccccc1)NCc1ccc(Cl)cc1	4	2	-3	1	1.0	-2	11	-22	-1	0.1	-35
CCC(=O)N(CCC(c1ccccc1)c1ccco1)Cc1cccs1 (stereo not given)	0	-1	-5	.	0.0	26	14	-26	1	-2.1	15
O=c1[nH]c(=O)c2nc(-c3ccc(Cl)cc3)cnc2[nH]1	-2	0	100*	5	-0.1	6	5	-17	2	3.2	4
O=C(N/N=C/c1cccc(O)c1)c1cc2c(ccc3ccccc32)o1	1	3	.	-4	-0.1	-28	-17	-11	.	-0.4	-70
Cc1cccc(C)c1OCC(=O)NC1CC1	-5	-2	-5	5	0.7	15	6	5	1	0.0	3
Cc1ccc2sc(NNC(=O)c3cc(=O)c4ccccc4o3)nc2c1C	9	11	-7	-3	0.0	-114	-4	-76	0	-0.6	-197
NC(N)=NC(N)=Nc1cccc2ccccc12	-4	-4	-3	-4	0.1	10	0	-3	1	-0.1	12
CNC(=S)N1C2CCCC1CC(NC(=O)c1ccc(C)cc1)C2 (stereo not given)	4	-2	-4	-3	0.0	4	2	15	.	1.6	-1
CC1Cc2ccccc2N1C(=O)COC(=O)C1=COCCO1 (stereo not given)	-4	-2	-3	-2	0.1	17	11	5	-1	-0.7	-20
CC(C)(C)n1nc2c(c1NC(=O)COc1ccc3ccccc3c1)CS(=O)C2 (stereo not given)	18	0	-7	7	-0.1	16	-5	-1	-4	0.7	7
Cc1cc(OCC(=O)N[C@@H](Cc2ccccc2)c2nc3ccccc3[nH]2)ccc1Cl	-4	-2	-4	-4	-0.1	30	22	3	-3	-1.1	4
Cc1oc(C)c(C(=O)NCCCC(=O)O)c1C(=O)NCCCC(=O)O	-12	1	0	-2	-0.1	8	6	-48	-1	-1.7	16
CCN(Cc1ccccc1)S(=O)(=O)c1cc(C(=O)c2c(N)n(C)c(=O)n(C)c2=O)ccc1OC	17	-1	-6	21	0.2	7	-4	0	2	0.6	10
COc1ccc(CC(=O)OCc2cc3cccc(C)c3[nH]c2=O)cc1	-5	2	-5	12	-0.1	1	6	-7	4	-2.5	-7
Cc1ccc(-n2nnnc2SCCNS(=O)(=O)c2ccccc2)cc1C	1	6	-8	-4	0.2	11	-4	13	-1	-0.5	-41
CCc1ccc(/C=C2/SC(=S)N(CCCC(=O)Nc3ccccc3C(=O)O)C2=O)cc1	-2	0	.	-5	-0.2	34	27	-14	1	-0.4	12
CCOC(=O)c1nn(-c2ccccc2)c(=O)cc1SC(C)CC (stereo not given)	6	-6	-9	-6	0.0	19	-2	-1	4	2.5	-4

Ordered by molar mass (low to high): part of the list above
SMILES	PDI inh	Granule exo inh	CaV13 ICDI inh	Vif imaging	aDG glyco act	Peg3 promoter	TRPM1 prom inh	NR2E3 ag-1	NR2E3 ag-2	hiPSC survival	HIF-2a inh
NC(N)=NC(N)=Nc1cccc2ccccc12	-4	-4	-3	-4	0.1	10	0	-3	1	-0.1	12
O=c1[nH]c(=O)c2nc(-c3ccc(Cl)cc3)cnc2[nH]1	-2	0	100*	5	-0.1	6	5	-17	2	3.2	4
O=C(Nc1nnc(-c2ccco2)o1)c1cccc2ccccc12	3	-2	-3	-1	-0.2	10	1	-17	-2	5.2	17
O=C(N/N=C/c1cccc(O)c1)c1cc2c(ccc3ccccc32)o1	1	3	.	-4	-0.1	-28	-17	-11	.	-0.4	-70
O=C(Cn1cccc1C(=O)c1ccccc1)NCc1ccc(Cl)cc1	4	2	-3	1	1.0	-2	11	-22	-1	0.1	-35
Cc1oc(C)c(C(=O)NCCCC(=O)O)c1C(=O)NCCCC(=O)O	-12	1	0	-2	-0.1	8	6	-48	-1	-1.7	16
Cc1ccc2sc(NNC(=O)c3cc(=O)c4ccccc4o3)nc2c1C	9	11	-7	-3	0.0	-114	-4	-76	0	-0.6	-197
Cc1ccc(-n2nnnc2SCCNS(=O)(=O)c2ccccc2)cc1C	1	6	-8	-4	0.2	11	-4	13	-1	-0.5	-41
Cc1ccc(Cl)cc1NC(=O)C[n+]1ccc(Cc2ccc([N+](=O)[O-])cc2)cc1	16	0	-1	-2	0.3	19	2	3	0	1.3	6
CC(C)(C)n1nc2c(c1NC(=O)COc1ccc3ccccc3c1)CS(=O)C2 (stereo not given)	18	0	-7	7	-0.1	16	-5	-1	-4	0.7	7
Cc1cc(OCC(=O)N[C@@H](Cc2ccccc2)c2nc3ccccc3[nH]2)ccc1Cl	-4	-2	-4	-4	-0.1	30	22	3	-3	-1.1	4
COC(=O)C1=C(C(=O)OC)[C@@H]2N(Cc3ccccc3)c3ccccc3[C@@]23C[C@@H](CO)N(C(=O)NC2CCCC2)C3=N1	4	12	-4	-4	-0.2	2	-3	1	1	3.1	-1

The main list resumes; the 2 compounds before the break are reprinted first.
SMILES	PDI inh	Granule exo inh	CaV13 ICDI inh	Vif imaging	aDG glyco act	Peg3 promoter	TRPM1 prom inh	NR2E3 ag-1	NR2E3 ag-2	hiPSC survival	HIF-2a inh
CCc1ccc(/C=C2/SC(=S)N(CCCC(=O)Nc3ccccc3C(=O)O)C2=O)cc1	-2	0	.	-5	-0.2	34	27	-14	1	-0.4	12
CCOC(=O)c1nn(-c2ccccc2)c(=O)cc1SC(C)CC (stereo not given)	6	-6	-9	-6	0.0	19	-2	-1	4	2.5	-4
NC(=O)c1ccsc1NC(=O)CSc1nnc(Nc2ccccc2)s1	-1	5	4	-13	0.0	14	11	1	3	-1.9	-25
CCCCc1ccc(-c2csc(/C(C#N)=C/c3ccco3)n2)cc1	1	4	-3	-3	-0.7	-25	-3	-54	-3	0.0	-62
COc1ccc(C2=NOC(COc3ccc([N+](=O)[O-])cc3)C2)cc1 (stereo not given)	-2	0	-4	2	0.1	-8	4	1	1	-0.3	-16
Cc1ccc(-c2noc(C3CCCCC3)n2)cc1	-6	-2	-3	0	0.0	-250	-165	-44	-2	-0.3	-187
CC(Sc1nnc(-c2cccs2)n1N)C(=O)NCC1CCCO1 (stereo not given)	9	-3	-12	8	-0.2	3	-6	0	7	-0.5	3
CC(C)c1ccc(NC(=O)NC2CC3CCC(C2)N3Cc2cccs2)cc1 (stereo not given)	0	7	1	-2	0.0	-1	-1	-2	2	-3.8	16
COc1ccc(-c2[nH]c(-c3ccc(C)cc3)nc2SCC(=O)NCc2ccco2)cc1OC	.	-1	-6	-6	-0.4	-6	.	12	2	2.6	7
COc1ccc(-c2nnc3ccc(SCC(=O)N4CCCCCC4)nn23)cc1OC	8	1	-7	6	0.0	17	0	6	1	0.3	20
CC(NCC1(N2CCOCC2)CCCCC1)C(=O)N1CCc2ccccc21 (stereo not given)	2	4	-6	2	0.4	0	-1	-10	3	0.0	-1
CCO/C(C)=C1\C(=O)N(CC)c2ccccc21	-4	0	-2	-1	-0.1	7	-8	7	-2	3.1	8
CC(=O)C1C(c2ccco2)c2c(noc2C)CC1(C)O (stereo not given)	4	-7	-6	-6	0.2	12	0	17	-2	3.2	20
CC(=O)Nc1nc2ccccc2n1Cc1ccc(Cl)cc1	0	9	-2	0	1.0	9	11	-4	-2	-0.3	21
CC(C)c1ccc(NC2(C#N)C(=O)Nc3ccccc32)cc1 (stereo not given)	-3	-2	-5	3	0.7	9	-15	-27	0	0.5	4
Cc1c(Cl)cccc1NC(=O)COC(=O)CCc1nc2ccccc2n1-c1ccccc1	-9	3	-5	-1	0.1	6	1	3	0	2.1	15
CC(=O)Nc1ccc(NC(=O)Cn2c(CC(=O)N3CCCC3)nc3ccccc32)cc1	-2	-5	-8	13	0.0	-1	1	-48	3	-1.7	5
CC(=O)NC(C)C(=O)OCC(=O)Nc1ccc(Br)cc1 (stereo not given)	-2	-3	-3	-3	-0.1	3	6	-12	0	-0.5	7
CCOc1ccccc1CN1CCN(Cc2cc(=O)c3ccccc3[nH]2)CC1CCO (stereo not given)	12	-7	-4	11	0.0	23	-10	-23	2	-0.2	13
Cc1nn2cc(-c3cccc(Cl)c3)cnc2c1Cl	4	3	0	-4	0.0	-200	-23	-55	-2	-0.2	-247
Cc1onc(-c2c(F)cccc2Cl)c1C(=O)Nc1cc(S(=O)(=O)N2CCCCC2)ccc1O	-3	7	-7	2	0.0	42	3	17	.	-0.9	2
COc1ccccc1NC(=O)c1ccccc1NS(=O)(=O)c1cccs1	8	12	-10	-10	0.1	9	10	11	3	1.6	9
COc1ccc(N2CCN(CC(=O)c3ccccc3)CC2)cc1	8	-9	-4	4	0.0	-15	-3	-20	-5	0.0	-6
CCCCNC(=O)N1CCCC(N(C)CCc2ccc(OC)c(OC)c2)C1 (stereo not given)	3	-13	-5	-4	0.0	8	-5	-17	3	3.8	7
Cc1cc(CNC(=O)c2ccc(C)c([N+](=O)[O-])c2)c2ccccc2n1	-2	0	-6	-15	-0.2	16	16	-10	0	-1.1	24
CC(CC(=O)NCc1ccc(Cl)cc1)S(=O)(=O)c1ccc2c(c1)NC(=O)CO2 (stereo not given)	3	-2	-5	-3	-0.1	22	5	-7	-2	0.0	10
CC(Cc1c[nH]c2ccccc12)C(=O)O (stereo not given)	.	-5	.	4	0.3	-7	.	1	-4	-1.1	17
Cc1ccc(N(C(=O)Nc2ccccc2)C2=NCC(C)S2)cc1 (stereo not given)	1	-2	-7	0	1.0	-46	-36	-26	-2	0.6	-95
